# Screening data from PubChem.
# C2C12 statin: suppression of simvastatin myotoxicity; C2C12 myotubes + simvastatin, ATP luminescence, 48 h; scaled: DMSO 0, geranylgeraniol control 100; rescue of ATP level, % at 7.49 µM; 0.78% of 330,000 active;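 active = mean ATP rescue above about 67%, or every replicate alone reaching that limit, limit read from the data, passing the limit was not always enough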;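 also: myotubes were challenged with 10 µM simvastatin during compound exposure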
# PGC1a acetyl inh: PGC1a acetylation modulation, inhibitor mode; 0.17% of 350,000 active; inhibition, % at 15.6 µM; U2OS PGC1a acetylation, AlphaScreen anti-acetyl-lysine; with virally co-expressed GCN5 acetyltransferase; AID 651687;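 active = every replicate shows inhibition of at least 40%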;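 also: 0% = neutral control wells and 100% = positive control wells; some results beyond the cut were filed as inactive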
# S100A4 MyoIIA: inhibitors of human S100A4 binding to myosin IIA peptide; P26447; S100A4/TAMRA-MyoIIA peptide fluorescence polarization; inhibition, % at 10.7 µM; 0.14% of 360,000 active;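 active = mean inhibition of at least 70% across replicates, with every replicate also reaching that level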
# Target sequence (P26447 whole entry, looked up): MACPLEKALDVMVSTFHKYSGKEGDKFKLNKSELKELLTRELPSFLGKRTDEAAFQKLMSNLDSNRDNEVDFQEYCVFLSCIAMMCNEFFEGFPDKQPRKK
#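 Compound dosing: one dose per compound; test system: human S100A4 monomer with TAMRA-labelled myosin IIA peptide; probe or stimulus: TAMRA-labelled myosin IIA heavy-chain peptide probe, 5 nM; medium: HEPES buffer with Ca2+, pH 7.2; schedule: 5 min incubation before reading; benchmarks: neutral control DMSO, positive control TFP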
# ERAP1 inh: blocks human ERAP1 aminopeptidase activity | 0.15% of 340,000 active | inhibition, % at 10.7 µM | Q9NZ08 | recombinant ERAP1, Leu-AMC fluorescence, 60 min;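 active = mean replicate inhibition of at least 30%, or all replicates individually reaching that 30% level; inactive = mean below 30% and not every replicate reaching it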;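 also: 0% = neutral control wells and 100% = L-leucinethiol positive control wells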
# Target sequence (Q9NZ08 whole entry, looked up): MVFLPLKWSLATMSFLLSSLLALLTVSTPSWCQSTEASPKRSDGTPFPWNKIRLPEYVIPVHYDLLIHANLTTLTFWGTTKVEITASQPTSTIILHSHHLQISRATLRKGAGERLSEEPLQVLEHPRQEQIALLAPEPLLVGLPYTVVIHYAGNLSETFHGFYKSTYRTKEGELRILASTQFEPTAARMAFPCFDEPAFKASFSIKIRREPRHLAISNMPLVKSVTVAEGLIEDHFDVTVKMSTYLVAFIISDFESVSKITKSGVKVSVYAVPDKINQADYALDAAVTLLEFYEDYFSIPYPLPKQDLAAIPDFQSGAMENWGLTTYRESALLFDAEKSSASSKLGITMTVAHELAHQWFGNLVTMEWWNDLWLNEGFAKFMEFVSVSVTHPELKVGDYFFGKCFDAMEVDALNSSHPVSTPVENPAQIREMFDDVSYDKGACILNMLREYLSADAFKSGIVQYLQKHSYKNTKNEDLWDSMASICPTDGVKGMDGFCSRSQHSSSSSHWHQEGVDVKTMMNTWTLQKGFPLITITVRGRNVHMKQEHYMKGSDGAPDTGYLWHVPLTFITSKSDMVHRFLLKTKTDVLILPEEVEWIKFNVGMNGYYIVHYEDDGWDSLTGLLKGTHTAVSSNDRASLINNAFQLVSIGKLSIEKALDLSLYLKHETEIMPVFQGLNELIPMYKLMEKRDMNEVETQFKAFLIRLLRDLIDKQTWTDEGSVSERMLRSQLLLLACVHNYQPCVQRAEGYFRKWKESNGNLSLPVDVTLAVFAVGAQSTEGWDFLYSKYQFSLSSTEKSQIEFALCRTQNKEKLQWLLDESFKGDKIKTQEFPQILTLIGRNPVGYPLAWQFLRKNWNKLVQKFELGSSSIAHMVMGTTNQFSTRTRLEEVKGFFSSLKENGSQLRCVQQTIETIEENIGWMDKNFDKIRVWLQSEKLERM
# SIRT5 block: inhibitors of human sirtuin-5 desuccinylase; Q9NXA8; Purified SirT5, succinyl-peptide AMC, trypsin-coupled fluorescence; inhibition, % at 15 µM; 1.1% of 330,000 active; in the data active = inhibition above about 15%
# Xi reactivation: activators of X-chromosome reactivation in mouse fibroblasts. XiGFP mouse fibroblasts, % GFP-positive cells imaging, 3 d; cells co-treated with 5-aza-dC sensitizer; scaled so ellipticine positive control = 100%. activation, % at 7.58 µM. 0.055% of 360,000 active;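 active = mean normalized replicate activation at least 10% and every replicate at or above 10%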;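 also: 0% = median of on-plate neutral control wells and 100% = ellipticine 6 µM median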
#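 material = 68-5-11 XiGFP fibroblast line | medium = DMEM plus 5-aza-dC sensitizer | schedule = 3 days compound exposure | benchmarks = positive control ellipticine, 6 µM final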
# LGR2 inh: Drosophila LGR2 receptor signaling inhibition; HEK293 LGR2, CRE-luciferase, bursicon-stimulated, 4 h; inhibition, % at 9.99 µM; 0.35% of 380,000 active;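 active = drop in luminescence signal, shown as inhibition above about 50% in the replicate tests, limit read from the data, passing the limit was not always enough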;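 also: agonist challenge used bursicon conditioned medium at about half maximal strength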
# Cneo AK release: Cryptococcus neoformans lysis via adenylate kinase release | C. neoformans lysis, adenylate kinase release luminescence, 4 h; normalised: neutral wells 0, clomiphene wells 100 | lysis activity, % at 15 µM | 0.2% of 360,000 active;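 active = mean lysis activity across replicates of at least 80%, whatever share of replicates individually reach that level; inactive = mean lysis activity below 80%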
#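 Material: C. neoformans cells; Schedule: 4 h static compound exposure, 37 °C, read 1 h post-reagent; Measured by: adenylate kinase release luminescence; Read-out: signal increase indicating cell lysis; Controls: Clomiphene as positive lysis control.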
# * hit, by the source's call; x = not tested or not shown. A portion of the library. The share of hits here may be higher or lower than overall.
SMILES,C2C12 statin,PGC1a acetyl inh,S100A4 MyoIIA,ERAP1 inh,SIRT5 block,Xi reactivation,LGR2 inh,Cneo AK release
Cc1ccc2nc(Nc3ccccc3)cc(C)c2c1,-2.5,2.9,39.4,-1.7,0.2,0.0,-45.6,-5.9
Clc1ccc(SCc2cc(-c3ccc(Cl)cc3)on2)cc1,-3.0,2.1,x,x,x,x,-1.1,5.5
Cc1ccc(Cn2nnc3c(=O)n(CC(=O)OCc4ccccc4)cnc32)cc1,9.0,2.8,2.9,-3.9,-0.4,x,-1.2,-18.8
O=C(Cc1ccc(Cl)cc1Cl)Nc1ccncc1Cl,-3.1,x,-4.1,6.5,-4.1,0.5,10.2,-0.8
CCOc1ccc(C(O)(c2ccccc2)C(CN2CCCC2)c2ccccc2)cc1 (configuration not stated),-16.3,-6.1,-0.4,-11.2,-7.0,0.1,-9.6,0.3
Cc1nc2ccc(F)cc2cc1C(=O)Nc1ccc(Cl)c(Cl)c1,x,x,-0.3,5.2,-3.9,0.2,2.9,x
CN(C)CCn1c2c(c(SCC(=O)Nc3ccc4c(c3)OCCO4)nc1=O)CCCC2,1.4,x,1.7,-6.5,-0.5,-0.1,-7.5,1.0
C[C@H]1CN([C@@H](C)CO)C(=O)c2cccc(NS(=O)(=O)c3cn(C)cn3)c2O[C@@H]1CN(C)Cc1ccncc1,-8.6,6.1,-1.7,2.0,-4.2,-1.4,3.4,2.1
N#CC1(NC(=O)CSc2nc3ccc([N+](=O)[O-])cc3s2)CCCCC1,28.1,x,-1.4,-5.3,6.8,-0.1,-10.2,x
Cc1cc(C)n(C(C)CC(=O)Nc2ccc(-c3ccno3)cc2)n1 (configuration not stated),-5.2,1.2,-3.2,0.5,2.1,0.0,5.1,0.3
CC(NC(=O)c1ccccc1Br)c1nnc(SCC(=O)NC2=NCCS2)n1C (configuration not stated),6.8,x,1.8,-1.4,0.6,0.0,-1.4,x
COc1cc(/C=C/C(=O)OCC(=O)Nc2ccc3c(c2)OCCO3)ccc1O,x,-3.1,x,x,x,0.0,-2.9,6.4
CC(=O)c1cccc(NC(=O)CSc2nc(=O)n(CCCN3CCOCC3)c3c2CCC3)c1,15.7,3.4,0.0,2.0,-3.5,0.0,-0.6,-0.8
COc1cc(C#N)ccc1OCC(=O)Nc1cccc(S(=O)(=O)N2CCCC2)c1,-12.7,-4.9,5.2,-2.5,0.7,0.2,3.0,x
CC(C)NC(=O)N(C)C[C@@H]1OCCCC[C@H](C)Oc2ccc(NC(=O)Nc3ccc(F)cc3)cc2C(=O)N([C@@H](C)CO)C[C@H]1C,x,1.9,-26.7,-2.2,-1.4,0.1,6.1,-2.7
COCC(=O)N(C)C[C@@H]1Oc2cc(C#CCC(C)C)ccc2S(=O)(=O)N([C@H](C)CO)C[C@@H]1C,16.6,14.2,6.7,-1.6,-3.8,-0.7,5.4,-0.8
COC(=O)[C@@]1(C(C)C)N=C(c2cc(OC)c(OC)c(OC)c2)[C@]2(O1)C(=O)Nc1ccccc12,x,x,-3.1,x,-5.6,0.0,-5.0,x
COc1ccc2c3c(n(C)c2c1)[C@@H](CO)N(C(=O)c1ccccc1)CC31CCN(C(=O)c2ccccc2)CC1,x,24.8,x,x,4.5,0.0,-20.0,x
C/C(=N\NC(=O)c1ccc(N(C)C)cc1)c1ccc(C)c(C)c1,-9.6,17.0,x,x,x,0.0,-5.2,-1.4
c1ccc(Nc2nc(N3CCCC3)nc(N3CCOCC3)n2)cc1,1.3,x,-1.5,-0.6,-3.7,0.0,1.9,-0.1
COc1cccc(-c2cccc(NC(=O)C3CCN(Cc4cnn(C)c4)CC3)c2)c1,x,6.2,-15.6,3.2,-5.6,0.0,4.7,0.7
Cc1noc(C)c1S(=O)(=O)N(C)C[C@@H]1OCCCC[C@H](C)Oc2ccc(NC(=O)Nc3ccc4c(c3)OCO4)cc2C(=O)N([C@H](C)CO)C[C@@H]1C,x,-5.2,x,x,x,0.1,-5.0,29.9
CCOC(=O)c1c(C)[nH]c(C(=O)COC(=O)c2ccco2)c1C,9.3,1.7,-1.2,-0.4,x,0.0,x,-0.5
CCC(=O)N1CCc2cc(S(=O)(=O)CCC(=O)NCc3ccc(OC)cc3)ccc21,-5.1,-1.4,-6.3,-0.8,-3.4,0.0,17.3,0.2
Cc1ccccc1C1C(C#N)=C(N)N(N(C)C)C2=C1C(=O)CC(C)(C)C2 (configuration not stated),x,x,1.8,-2.0,-1.6,0.0,2.4,x

# Taken from above:
# PGC1a acetyl inh, `CCC(=O)N1CCc2cc(S(=O)(=O)CCC(=O)NCc3ccc(OC)cc3)ccc21` : -1.4
# Xi reactivation, `Cc1noc(C)c1S(=O)(=O)N(C)C[C@@H]1OCCCC[C@H](C)Oc2ccc(NC(=O)Nc3ccc4c(c3)OCO4)cc2C(=O)N([C@H](C)CO)C[C@@H]1C` : 0.1

# Next part:
SMILES,C2C12 statin,PGC1a acetyl inh,S100A4 MyoIIA,ERAP1 inh,SIRT5 block,Xi reactivation,LGR2 inh,Cneo AK release
COc1cc(CNC(=O)c2ccccc2NC(=O)C2=C(C)OCCS2)cc(OC)c1OC,-8.3,-4.3,10.3,-0.6,-0.5,0.1,17.1,-0.7
Cc1ccccc1NC(=S)NCC(c1cccnc1)N1CCOCC1 (configuration not stated),x,1.2,0.9,0.7,-7.9,0.5,-5.2,-4.0
S=c1[nH]nc(Nc2ccccc2)s1,x,-6.0,-2.4,2.5,-1.1,0.0,-28.9,x
O=C(C[C@@H]1C[C@@H]2c3cc(NC(=O)CC4CC4)ccc3O[C@@H]2[C@H](CO)O1)NCc1ccccc1F,-3.3,0.9,-35.5,1.1,-3.4,0.0,-3.5,19.5
COc1ccc(S(=O)(=O)N(CC(=O)NC2CC3CCC2C3)c2ccccc2OC)cc1 (configuration not stated),-21.0,x,-0.4,-1.7,-3.4,0.2,-5.6,x
O=C(Cc1ccc([N+](=O)[O-])cc1)NCc1ccncc1,x,0.9,6.3,-1.3,-0.7,0.0,-10.0,x
C=C(C)C(=O)Nc1cccc(C2=NOC3(C2)C[C@@H](C(N)=O)N(C(=O)c2cc([N+](=O)[O-])cc([N+](=O)[O-])c2C)C3)c1 (some centres not stated),-9.5,-13.0,-0.5,-6.4,x,0.0,-0.1,-0.7
CC(C)(C)OC(=O)C[C@@H]1C/C=C\C[C@@H](CC(=O)NCCO)C(=O)N[C@H](Cc2ccccc2)COC1=O,15.7,x,14.2,-1.9,-5.3,0.0,-4.8,0.9
C/C(=N/Nc1nc(-c2ccccc2F)nc2ccccc12)c1ccccc1O,-33.4,-4.9,0.7,-1.6,-5.8,0.0,-25.6,-1.0
CCCCN(CCCNC(=O)CN1C(=O)COc2ccc(S(=O)(=O)N3CCC(C)CC3)cc21)Cc1ccccc1,1.8,-1.4,-5.8,0.6,-3.1,0.0,-1.1,0.2
CC(C)CN1CCN(Cc2cc(F)ccc2-n2cccn2)CC1CCO (configuration not stated),x,x,24.2,0.2,-0.9,0.1,5.0,x
CC(C)NC(=O)Nc1cccc2c1O[C@@H](CN(C)S(=O)(=O)c1ccc(Cl)cc1)[C@@H](C)CN([C@@H](C)CO)C2=O,-6.4,-8.0,-65.1,-2.1,-0.2,-0.1,0.5,-2.6
O=C(CSc1nnc(-c2ccc(F)cc2)o1)N1CCCCC1,12.2,x,-0.2,1.1,x,0.0,-42.4,-1.9
Cc1ccc2cc(C)c(Sc3nnnn3-c3ccccc3)nc2c1,x,-13.9,-2.7,-2.8,-2.0,0.0,-1.3,1.8
Cc1ccc(-c2ccccc2[C@H]2[C@@H](C#N)N(C(=O)Cc3cccnc3)[C@@H]2CO)cc1,x,-5.1,8.0,1.7,2.0,0.0,9.8,x
Cc1ccc(S(=O)(=O)N2CCCCC2CCNC(=O)C(=O)NCc2cccnc2)cc1 (configuration not stated),-28.8,x,-6.1,-1.6,-1.8,0.0,13.3,x
O=C(Cc1ccc(Cl)cc1)Nc1ccc(SC(F)F)cc1,x,2.3,x,x,x,0.2,-42.0,12.7
COc1cccc(S(=O)(=O)N[C@H]2CC[C@@H](CC(=O)NCc3ccccc3)O[C@@H]2CO)c1,3.4,-1.3,2.2,-0.2,3.2,1.2,11.4,1.7
CC(NCc1ccc(OCc2ccc(Cl)cc2)cc1)C(O)c1ccccc1 (configuration not stated),-22.8,-0.5,2.3,-3.4,4.4,0.0,35.4,3.6
C[C@@H]1CN([C@H](C)CO)C(=O)c2cc(NC(=O)C3CCCCC3)ccc2O[C@H]1CN(C)C,0.6,-12.9,-1.3,2.2,-1.6,0.0,-23.7,-2.9
NCC[C@H]1CC[C@@H](NC(=O)C2CCCCC2)[C@H](CO)O1,0.9,5.4,-4.8,1.4,-3.1,0.7,5.1,1.3
COC(=O)[C@@]12C[C@@H](CC(=O)NCc3cccc4ccccc34)C(=O)N(Cc3ccco3)C1=CCC(C)(C)C2,x,x,0.9,-5.2,x,-0.2,19.6,x
C[C@@H]1CN([C@H](C)CO)C(=O)c2cc(NC(=O)C3CCCCC3)ccc2O[C@@H]1CN(C)C(=O)Nc1ccc(C(F)(F)F)cc1,-28.4,6.7,4.0,1.2,9.4,0.3,25.5,48.7
O=C(COc1cccnc1[N+](=O)[O-])Nc1cccc(S(=O)(=O)N2CCOCC2)c1,x,x,-0.4,1.1,-2.2,0.0,25.0,x
C[C@@H]1CN([C@@H](C)CO)C(=O)c2cc(C3=CCCC3)cnc2O[C@H]1CN(C)C(=O)C1CC1,18.0,-6.2,x,x,x,-0.8,-2.4,x

# Fetched one by one from above (five):
SMILES,C2C12 statin,PGC1a acetyl inh,S100A4 MyoIIA,ERAP1 inh,SIRT5 block,Xi reactivation,LGR2 inh,Cneo AK release
O=C(Cc1ccc([N+](=O)[O-])cc1)NCc1ccncc1,x,0.9,6.3,-1.3,-0.7,0.0,-10.0,x
NCC[C@H]1CC[C@@H](NC(=O)C2CCCCC2)[C@H](CO)O1,0.9,5.4,-4.8,1.4,-3.1,0.7,5.1,1.3
S=c1[nH]nc(Nc2ccccc2)s1,x,-6.0,-2.4,2.5,-1.1,0.0,-28.9,x
C/C(=N/Nc1nc(-c2ccccc2F)nc2ccccc12)c1ccccc1O,-33.4,-4.9,0.7,-1.6,-5.8,0.0,-25.6,-1.0
CC(C)NC(=O)Nc1cccc2c1O[C@@H](CN(C)S(=O)(=O)c1ccc(Cl)cc1)[C@@H](C)CN([C@@H](C)CO)C2=O,-6.4,-8.0,-65.1,-2.1,-0.2,-0.1,0.5,-2.6

# Additional results:
SMILES,C2C12 statin,PGC1a acetyl inh,S100A4 MyoIIA,ERAP1 inh,SIRT5 block,Xi reactivation,LGR2 inh,Cneo AK release
CCc1ccc(N2CC(C(=O)OCC(=O)Nc3ccc(C#N)cc3)CC2=O)cc1 (configuration not stated),-0.9,0.9,-1.2,-3.6,-1.8,-0.1,-13.9,0.4
Cc1ccccc1CNC(=O)C(=O)NCC1OCCCN1S(=O)(=O)c1ccc(F)cc1C (configuration not stated),9.6,-9.7,-2.3,2.7,-0.1,-0.1,8.7,3.6
C[C@@H]1CN([C@@H](C)CO)S(=O)(=O)c2ccc(-c3cccnc3)cc2O[C@H]1CN(C)C(=O)C1CCC1,5.8,-2.0,4.6,2.2,-5.2,0.4,-15.1,-1.3
O=C(CNc1ccc(Br)cc1)c1ccc(Br)s1,11.4,-0.9,0.5,4.2,x,0.1,-51.0,x
O=C(C[C@H]1CC[C@@H]2[C@H](COC[C@@H](O)CN2C(=O)c2ccccc2F)O1)NCc1ccc(-c2ccccc2)cc1,0.2,-6.7,-26.1,1.7,1.3,0.0,-17.2,-0.7
CSc1ccc(CN2CCN(C3CCCC3)C(CCO)C2)cc1 (configuration not stated),2.0,-1.9,0.8,2.0,-3.1,-0.1,-15.7,-0.8
